Bioassay records from PubChem BioAssay.
GRP78 ERSR act = qHTS for Inducers of the Endoplasmic Reticulum Stress Response (ERSR) in Human Glioma: qHTS | 0.02% of 420,000 active | U87-MG GRP78 promoter luciferase reporter, 16 h | Potency, µM, for the others: at the top dose activation, actives largely listed as activators; active means well fitted activation curve with a large enough effect; further: series mostly up to about 76 µM; % of control where 0% means no effect; nearly all actives have a fitted effect of over 35% in size
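Stably transfected U87-MG human glioma cells carrying a GRP78-based luminescent sensor were seeded at 1000 cells/well, pin-dosed with compounds and incubated 16 h. Luciferase reagent was then added, and end-point luminescence was read after 10 min at room temperature.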
Active calls of the source: *; & = joins results of further samples. Potency means the concentration at half of the fitted maximal effect. An excerpt, so the mix of outcomes need not match the whole.

SMILES | GRP78 ERSR act
CO/N=C(/C(=O)N[C@H]1C(=O)N2C(C(=O)O)=C(COC(C)=O)CSC12)c1csc(N)n1 (stereo partly specified) | -2.3%
CC(NC(CCc1ccccc1)C(=O)O)C(=O)N1CCCC1C(=O)O (stereo unspecified) | -4.3%
Cc1ncc(COP(=O)(O)O)c(CN)c1O | -5.7%
CCOC(=O)C[C@@H](C(=O)OCC)[C@@H]1CCCCC1=O | -1.4%
CC(=O)S[C@H]1CC2=CC(=O)CC[C@@]2(C)[C@H]2CC[C@@]3(C)[C@H](CC[C@]34CCC(=O)O4)[C@@H]12 | -3.4%
O=C(O)[C@@H](O)[C@@H](O)[C@H](O)C(=O)CO | -2.4%
CC1=C(C)C[C@@]23CCCN2C(=O)CCC[C@H]3C1 | 5.5%
CC1(C)OC(C(O)(c2ccccc2)c2ccccc2)C(C(O)(c2ccccc2)c2ccccc2)O1 (stereo unspecified) | -4.0%
CN(C)CC1CCn2c(c(C3=C(c4cn(C)c5ccccc45)C(=O)NC3=O)c3ccccc32)C1 (stereo unspecified) | -9.1%
COC1C[C@@H](O[C@@H]2C(C)C(=O)OC(C)C(C)[C@H](OC(C)=O)C(C)C(=O)[C@@]3(CO3)CC(C)C(OC3OC(C)CC(N(C)C)[C@H]3OC(C)=O)C2C)OC(C)[C@@H]1OC(C)=O (stereo partly specified) | -5.9%
C[C@@H](c1ccccc1)N1C(=O)[C@H]2[C@@H]3[C@H](O)[C@H](O)CC(=O)[C@H]3CC[C@H]2C1=O | -2.7%&-5.7%
CCCCn1cc[n+](C)c1 | -6.4%
C=CCc1cccc(C2C(C)CCC3C(=O)N4C(CCC(C)C4c4cccc(CC=C)c4)C(=O)N32)c1 (stereo unspecified) | -3.8%
O=c1cc(-c2ccccc2O)oc2cc(O)ccc12 | -3.2%
NCCC(=O)N[C@@H](Cc1cnc[nH]1)C(=O)O | -3.9%
C=CC1=C(C(=O)O)N2C(=O)[C@@H](NC(=O)/C(=N\OCC(=O)O)c3csc(N)n3)[C@@H]2SC1 | -5.7%
O=c1c(-c2cc(O)c(O)c(O)c2)coc2cc(O)c(O)c(O)c12 | -5.4%
CO[C@H]1COC(=O)[C@H](Cc2ccccc2)NC(=O)C/C=C\[C@@H](C)[C@H](OC)COC(=O)C/C=C\[C@@H]1C | -4.8%
CSCC[C@H](NC(=O)[C@@H](NC(=O)[C@H](CCC(=O)O)NC(=O)[C@H](CCSC)NC(=O)[C@H](CC(N)=O)NC(=O)[C@H](CCC(=O)O)NC(=O)[C@H](CC(N)=O)NC(=O)[C@H](CO)NC(=O)[C@H](C)N)[C@@H](C)O)C(=O)O | 1.2%
CCCNC(=O)OC[C@@H]1O[C@H](CCO/N=C\[C@@H](C)[C@H](OCc2ccccc2)C(C)C)C=C[C@@H]1Oc1ccc(OC)cc1 | -4.3%
COc1ccc2c(c1)OC(C)(C)C(c1ccccc1)C2c1ccc(OCCN2CCCC2)cc1 (stereo unspecified) | -11.5%
NC(=O)c1ccc[n+]([C@@H]2OC(COP(=O)([O-])OP(=O)(O)OCC3OC(n4cnc5c(N)ncnc54)C(OP(=O)(O)O)C3O)C(O)C2O)c1 (stereo partly specified) | -5.0%
Nc1nc2c(nc(Cl)n2C2OC(CO)C(O)C2O)c(=O)[nH]1 (stereo unspecified) | -2.6%
CCCCCCCCCCCCCC(=O)OCC(COP(=O)([O-])OCC[N+](C)(C)C)OC(=O)CCCCCCCCCCCCC (stereo unspecified) | -4.0%
O.O=C([O-])CC([S-])C(=O)[O-].[Au+].[Na+].[Na+] (stereo unspecified) | -2.7%
CC(C)(S)C(=O)NC(CS)C(=O)O (stereo unspecified) | -3.6%
CSCC[C@H](NC(=O)[C@H](CC(C)C)NC(=O)CNC(=O)[C@@H]1CCCN1C(=O)[C@H](Cc1ccccc1)NC(=O)[C@H](Cc1ccccc1)NC(=O)[C@H](CC(=O)O)NC(=O)[C@H](Cc1cnc[nH]1)NC(=O)[C@H](CCSC)NC(=O)[C@@H](N)CC(=O)O)C(N)=O | -3.8%
Nc1c2ccccc2nc2c(O)cccc12 | -3.9%
COc1c(O)c(O)c2cc(OC)c3c(OC)cc(=O)c4c5c(=O)c(OC)c(C(C)=O)c6c5c(c1CC=6C)c2c34 | -6.6%
OCC1OC(c2ccc3c(c2)OCO3)C=CC1Oc1cc(Cl)cc(Cl)c1 (stereo unspecified) | -3.8%

A second format for some results above:
| SMILES | GRP78 ERSR act |
| --- | --- |
| CCCCCCCCCCCCCC(=O)OCC(COP(=O)([O-])OCC[N+](C)(C)C)OC(=O)CCCCCCCCCCCCC (stereo unspecified) | -4.0% |
| O.O=C([O-])CC([S-])C(=O)[O-].[Au+].[Na+].[Na+] (stereo unspecified) | -2.7% |
| CC(C)(S)C(=O)NC(CS)C(=O)O (stereo unspecified) | -3.6% |
| CSCC[C@H](NC(=O)[C@H](CC(C)C)NC(=O)CNC(=O)[C@@H]1CCCN1C(=O)[C@H](Cc1ccccc1)NC(=O)[C@H](Cc1ccccc1)NC(=O)[C@H](CC(=O)O)NC(=O)[C@H](Cc1cnc[nH]1)NC(=O)[C@H](CCSC)NC(=O)[C@@H](N)CC(=O)O)C(N)=O | -3.8% |
| Nc1c2ccccc2nc2c(O)cccc12 | -3.9% |

Continued:
SMILES | GRP78 ERSR act
CCCCCC(O)/C=C/C=O (stereo unspecified) | -4.1%
CCC(CCC(C)C1CCC2C3CC=C4CC(O)CC[C@@]4(C)C3CC[C@@]12C)C(C)C (stereo partly specified) | -2.4%
Cc1ccc(C2CC(=O)Oc3cc(C)c(Cl)cc32)cc1 (stereo unspecified) | -2.4%
CC1(C)OC2C(CO)OC(n3cnc4c(=O)[nH]cnc43)C2O1 (stereo unspecified) | -3.9%
COc1ccc2c(c1OC)OCC(c1ccc(OC)c(OC)c1OC)C2 (stereo unspecified) | -2.0%
CNC1=CN(O)C(c2ccccc2)=c2cc(Cl)ccc2=N1 | -3.4%&-4.1%
C/C(CCC(=O)OC[C@@H]1O[C@H](C#Cc2ccccc2)C=C[C@@H]1Oc1ccc(C)cc1)=N/OC[C@@H](C)[C@H](OCc1ccccc1)C(C)C | -4.4%
COc1cc2c3cc1Oc1cc(ccc1O)CC1c4c(cc(OC)c(O)c4Oc4ccc(cc4)CC3N(C)CC2)CC[N+]1(C)C (stereo unspecified) | -3.2%
C[C@]12C=CC(=O)C=C1CC[C@@H]1[C@H]3C[C@@H](O)[C@](O)(C(=O)CO)[C@@]3(C)C[C@H](O)[C@]12F | -3.7%
COC(=O)NC(CC(C)=O)c1ccco1 (stereo unspecified) | -3.9%
NCCCCCCC(O)(P(=O)(O)O)P(=O)(O)O | -3.2%
COc1ccc(CCNC[C@@H](O)c2ccc(O)cc2)cc1OC | -4.4%
CCCCC1CN2C(CCC(C)C2c2ccc(Br)cc2)C(=O)O1 (stereo unspecified) | -4.3%&-3.2%&-5.8%
CC(C)[C@H](NC(=O)[C@@H]1CSSC[C@H](NC(=O)[C@H](CC(=O)O)NC(=O)[C@H](C)NC(=O)[C@@H](NC(=O)CNC(=O)[C@H](C)N)[C@@H](C)O)C(=O)N[C@@H](Cc2ccccc2)C(=O)N[C@@H](Cc2c[nH]c3ccccc23)C(=O)N[C@@H](CCCCN)C(=O)N[C@@H](Cc2ccc(O)cc2)C(=O)N1)C(=O)O | -1.2%
CC[C@H](C)[C@H](NC(=O)[C@H](CO)NC(=O)[C@@H](NC(=O)[C@H](CO)NC(=O)[C@@H](NC(=O)[C@H](CC(N)=O)NC(=O)[C@H](Cc1ccccc1)NC(=O)[C@H](CO)NC(=O)[C@H](CS)NC(=O)[C@H](CC(N)=O)NC(=O)[C@H](CCCCN)NC(=O)[C@@H](NC(=O)[C@H](CCC(=O)O)NC(=O)CN)[C@@H](C)CC)[C@@H](C)CC)[C@@H](C)O)C(=O)N[C@@H](CCCN=C(N)N)C(=O)O | -4.8%
CC(=O)OCC(=O)[C@@]1(O)CCC2C3C[C@H](C)C4=CC(=O)C=CC4(C)C3C(O)CC21C (stereo partly specified) | -2.1%
CCC(C)C1OC2(C=CC1C)CC1CC(C/C=C(/C)C(OC3CC(OC)C(OC4CC(OC)C(NC(C)=O)C(C)O4)C(C)O3)C(C)/C=C\C=C3\COC4C(O)C(C)=CC(C(=O)O1)C34O)O2 (stereo unspecified) | -10.3%
COc1ccc(/C=C/C(=O)OCCC(C)C)cc1 | 2.5%
COc1cccc([C@@H]2Oc3ccc(Br)cc3C(=O)[C@H]2O)c1 | 2.4%
C/C=C\c1ccc(OC)cc1 | -0.1%
CCC(C)C(=O)OC1CC(C)C=C2C=CC(C)C(CCC3CC(O)CC(=O)O3)C21 (stereo unspecified) | -3.1%
CCN1C(=O)[C@H]2[C@@H]3[C@H](O)[C@H](O)CC(=O)[C@H]3CC[C@H]2C1=O | -3.0%&-4.1%
O=C1OCCC1N(C(=O)C1CC1)c1cccc(Cl)c1 (stereo unspecified) | -7.8%
CN=C(N)NCCCC(N)C(=O)O (stereo unspecified) | -2.1%
CC1CC[C@@]2(OC1)OC1CC3C4CC[C@H]5CC(O)CC[C@@]5(C)C4CC[C@]3(C)C1C2C (stereo partly specified) | -4.9%
CNC[C@H](O)[C@H](O)[C@H](O)[C@H](O)CO | -4.2%
OCC1=C[C@@H](O)[C@@H]2C=CO[C@@H](OC3O[C@H](CO)[C@@H](O)[C@H](O)[C@H]3O)[C@H]12 (stereo partly specified) | -2.2%
Nc1ncnc2c1ncn2[C@@H]1O[C@H](C(=O)N2CCN(CC(=O)Nc3cccc4c3CNC4=O)CC2)[C@@H](O)[C@H]1O | -0.6%
COc1cccc2oc(SC)cc(=O)c12 | -10.5%
O=C(CCCN1CCN2CCCC2C1)c1ccc(F)cc1 (stereo unspecified) | -0.6%

3 compounds already listed, sorted by molar mass, rising.
SMILES | GRP78 ERSR act
O=c1cc(-c2ccccc2O)oc2cc(O)ccc12 | -3.2%
Cc1ccc(C2CC(=O)Oc3cc(C)c(Cl)cc32)cc1 (stereo unspecified) | -2.4%
CC(=O)OCC(=O)[C@@]1(O)CCC2C3C[C@H](C)C4=CC(=O)C=CC4(C)C3C(O)CC21C (stereo partly specified) | -2.1%

The listing continues:
SMILES | GRP78 ERSR act
CCOC(=O)N/N=C1/C[C@@H](O)[C@@H](O)[C@@H]2[C@@H]3C(=O)N(CC)C(=O)[C@H]3CC[C@@H]12 | -3.9%
CC1(C)O[C@@H]2C[C@H]3[C@H]4C[C@H](F)C5=CC(=O)CC[C@]5(C)[C@@H]4[C@H](O)C[C@]3(C)[C@]2(C(=O)CO)O1 | -2.5%
C#CCCCO/N=C1/C[C@@H](O)[C@@H](O)[C@@H]2[C@@H]3C(=O)N(C[C@@H]4CCCO4)C(=O)[C@H]3CC[C@@H]12 | -3.7%
COC1CC2CCC(C)[C@](O)(O2)C(=O)C(=O)N2CCCCC2C(=O)OC(C(C)CC2CCC(O)C(OC)C2)CC(=O)C(C)/C=C(/C)C(O)C(OC)C(=O)C(C)CC(C)C=CC=C/C=C\1C (stereo partly specified) | 5.1%
C[C@@H]1Cc2ccccc2N1NC(=O)c1ccc(Cl)c(S(N)=O)c1 (stereo partly specified) | -3.0%
Cc1c(C)c2c(c(C)c1OC(=O)CCC(=O)OCCO)CC[C@](C)(CCC[C@H](C)CCC[C@H](C)CCCC(C)C)O2 | -0.9%
CC[C@H](C)[C@H](NC(=O)[C@H](CCC(=O)O)NC(=O)CNC(=O)[C@@H](NC(=O)[C@H](CCC(=O)O)NC(=O)[C@H](CCC(=O)O)NC(=O)[C@H](CC(C)C)NC(=O)CNC(=O)[C@@H]1CCCN1C(=O)[C@H](CCC(=O)O)NC(=O)[C@@H](N)[C@@H](C)O)C(C)C)C(=O)N[C@@H](CCC(=O)O)C(=O)N[C@@H](CCC(N)=O)C(=O)N[C@@H](CCCCN)C(=O)N[C@@H](CCC(N)=O)C(=O)N[C@@H](CC(C)C)C(=O)N[C@@H](CCC(N)=O)C(=O)O | -2.2%
C[C@@H]1/C=C\CC(=O)OC[C@H](C)C(=O)N[C@@H](Cc2ccccc2)C(=O)OC1 | -3.7%
O=C1CCCC=C1[C@H](CCc1ccccc1)OC(=O)c1ccc(Br)cc1 | -0.3%
CCOC(=O)c1c(N)sc(C)c1-c1ccccc1 | -6.8%
CN(C)c1nc(NC2CCC(NC(=O)c3ccc(F)c(F)c3)CC2)nc2ccccc12 (stereo unspecified) | 5.3%
COC(C1CCCCC1)C(C)C(OCc1cccc(Br)c1)C(C)CO (stereo unspecified) | -4.4%
O=C1[C@H]2[C@H]3[C@H](O)[C@H](O)C/C(=N/OCc4ccccc4)[C@@H]3CC[C@@H]2C(=O)N1Cc1ccccc1 | -4.3%
C=C1C[C@@]23C[C@@]1(O)CCC2[C@@]12C=CC(O)[C@](C)(C(=O)O1)C2C3C(=O)O (stereo partly specified) | -3.8%
COc1ccc(COC(=O)N/N=C2/C[C@@H](O)[C@@H](O)[C@@H]3[C@@H]4C(=O)N([C@@H](C)c5ccccc5)C(=O)[C@H]4CC[C@H]23)cc1 | -4.4%
CCCCN=C(N)N=C(N)N | -3.7%
C#CCCCCCCCCCCCC(O)CC(O)COC(C)=O (stereo unspecified) | 0.5%
c1ccc(COC[C@@H]2CO2)cc1 | -1.0%
O=C(/C=C/c1cccc(F)c1)NC1CC1 | 0.7%
C[C@]12CCC(=O)C=C1CCC1C2C(O)C[C@]2(C)C1CC[C@]2(O)C(=O)CO (stereo partly specified) | -7.4%
CCc1cc2c(nc1CC)CCN(CC/C(C)=N/O[C@@H]1O[C@H](COC(C)=O)[C@H](OC(C)=O)[C@H](OC(C)=O)[C@H]1OC(C)=O)C2 | -4.3%
CCN1C(=O)[C@H]2[C@H]3[C@H](O)[C@H](O)C/C(=N/OC/C=C(\C)CCC=C(C)C)[C@H]3CC[C@@H]2C1=O | -2.3%
CCOC(=O)C1C(C(=O)OC)=C(c2ccc(F)cc2)c2ccc(OC)cc2N1S(=O)(=O)C(F)(F)F (stereo unspecified) | -5.6%
O=C(Oc1cc(OC(=O)c2ccccc2)c2c(c1)OC(c1ccc(OC(=O)c3ccccc3)c(OC(=O)c3ccccc3)c1)[C@@H](OC(=O)c1ccccc1)C2)c1ccccc1 (stereo partly specified) | -3.2%
